Assay outcomes deposited in PubChem BioAssay by several laboratories.
TRPC6 inh: mouse TRPC6 channel inhibitors, primary screen, cell-based, HEK293, membrane potential dye | hit rate 1.1% among 310,000 | B-score at 10 µM | AID 2553, 2010 | ACh-evoked depolarization; hits give low values;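 active = B-score under library mean minus 3 SD, initial fluorescence not abnormally high, positive integrated signal ratio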;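 also: B-score derived from integrated fluorescence ratio over the kinetic read; more negative B-score means stronger inhibition of depolarization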
TRPC4 agonist: activators of mouse TRPC4 channel, primary screen, Fluo4 calcium, HEK293 TRPC4beta/mu-opioid cells; Short transient receptor potential channel 4 (Mus musculus), Q9QUQ5; Fluo4 calcium fluorescence; hits give high values; B-score at 10 µM; hit rate 0.49% among 310,000;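 active = B-score above 5 SD of library B-scores, and initial fluorescence ratio not above library mean plus 5 SD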;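 also: positive B-score marks a calcium rise read as TRPC4 activation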
Target sequence (Q9QUQ5 whole entry, looked up): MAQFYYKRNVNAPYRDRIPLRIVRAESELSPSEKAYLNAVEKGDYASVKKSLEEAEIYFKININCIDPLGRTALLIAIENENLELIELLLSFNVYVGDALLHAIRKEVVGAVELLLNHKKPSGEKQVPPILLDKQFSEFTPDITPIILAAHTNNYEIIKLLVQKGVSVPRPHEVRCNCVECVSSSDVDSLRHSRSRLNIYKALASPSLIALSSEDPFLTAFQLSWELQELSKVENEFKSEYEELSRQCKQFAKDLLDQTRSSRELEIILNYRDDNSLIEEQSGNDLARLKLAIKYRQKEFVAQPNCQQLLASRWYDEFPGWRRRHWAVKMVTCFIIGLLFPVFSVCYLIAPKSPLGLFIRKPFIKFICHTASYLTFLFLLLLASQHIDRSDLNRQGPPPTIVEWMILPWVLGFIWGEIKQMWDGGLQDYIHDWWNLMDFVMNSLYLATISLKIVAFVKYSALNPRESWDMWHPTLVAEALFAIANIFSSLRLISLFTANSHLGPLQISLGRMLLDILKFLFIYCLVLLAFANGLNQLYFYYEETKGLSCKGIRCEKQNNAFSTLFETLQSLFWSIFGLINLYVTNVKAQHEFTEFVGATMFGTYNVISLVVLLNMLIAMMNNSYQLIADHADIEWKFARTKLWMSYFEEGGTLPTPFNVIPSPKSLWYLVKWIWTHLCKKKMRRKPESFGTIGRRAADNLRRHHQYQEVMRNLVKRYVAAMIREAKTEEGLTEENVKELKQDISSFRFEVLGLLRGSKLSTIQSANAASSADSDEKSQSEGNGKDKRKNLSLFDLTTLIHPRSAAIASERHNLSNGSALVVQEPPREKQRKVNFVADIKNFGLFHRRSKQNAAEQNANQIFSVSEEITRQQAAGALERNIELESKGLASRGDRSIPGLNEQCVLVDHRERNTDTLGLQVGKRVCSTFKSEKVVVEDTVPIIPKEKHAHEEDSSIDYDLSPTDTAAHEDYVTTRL
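Assay system: HEK293 stable line with TRPC4beta plus mu-opioid receptor. Times: dye 45 min RT, read 110 s. Measured by: kinetic Fluo4 calcium fluorescence. Measure: B score of integrated ratio. Controls: assay buffer as low control, maximal DAMGO as high control.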
MrgX1 agonist: agonists of human MrgX1 receptor, primary screen, HEK293 cells, Fluo-4 calcium flux; Mas-related G-protein coupled receptor member X1 (Homo sapiens), Q96LB2; Fluo-4 calcium fluorescence, agonist mode; hits give high values; hit rate 0.44% among 310,000; B-score at 10 µM;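 active = calcium response B-score plate-corrected fluorescence ratio at least 3 library SD, with starting fluorescence B-score inside 5 SD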
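times = overnight plating, then 30 min 37 °C plus 30 min room-temperature dye loading | assay system = stable human MrgX1 HEK293 cell line | input = fifteen thousand cells per well | signal = kinetic calcium dye fluorescence, Fluo-4 NW | dosing = compound delivered in addition one of three | read-out = B-scored fluorescence response ratio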
TRPC4 block: inhibitors of mouse TRPC4 channel, primary screen, Fluo4 calcium, HEK293 TRPC4beta/mu-opioid cells; Short transient receptor potential channel 4 (Mus musculus), Q9QUQ5; DAMGO-evoked Fluo4 calcium flux; hits give low values; B-score at 10 µM; hit rate 0.39% among 300,000;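 active = B-score over 3 SD under the library average, no early fluorescence shift, positive overall ratio signal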
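Assay system: TRPC4beta/mu-opioid receptor HEK293 cell line; compound dosing: single concentration per test compound; detection: Fluo4 Ca2+ flux fluorescence; evaluation: per-well B score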
MrgX1 antag: antagonists of human MrgX1 receptor, primary screen, HEK293 cells, Fluo-4 calcium flux. Mas-related G-protein coupled receptor member X1 (Homo sapiens), Q96LB2. BAM8-22 antagonism; hits give low values. B-score at 10 µM. hit rate 1.3% among 310,000;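 active = calcium-response B-score plate-corrected more than 3 library SD below zero, starting fluorescence within 5 deviations, no agonist response on first addition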;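 also: peak minus trough fluorescence over baseline after final BAM8-22 challenge near maximal dose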
MrgX1 allo act: positive allosteric modulators of MrgX1, primary screen, HEK293 cells, Fluo-4 calcium flux | Mas-related G-protein coupled receptor member X1 (Homo sapiens), Q96LB2 | FDSS; hits give high values | B-score at 10 µM | hit rate 0.63% among 310,000;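 active = plate-corrected calcium response at least 3 library SD above typical, normal starting fluorescence, not activating the receptor alone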;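 also: compound read alongside a low EC10 to EC30 dose of BAM8-22 agonist; peak minus trough fluorescence over baseline measured at the second addition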
TRPC6 act: mouse TRPC6 channel activators, primary screen, cell-based, HEK293, membrane potential dye; HEK293-TRPC6 membrane potential dye fluorescence; hits give high values; B-score at 10 µM; hit rate 0.13% among 310,000; AID 2550, 2010;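 active = B-score of the integrated fluorescence ratio above library mean plus 3 SD, and starting fluorescence ratio within library mean plus 5 SD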;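 also: higher score means more depolarization so channel activation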
PolyA inh: polyadenylation inhibitors in yeast reporter cells, primary screen, luminescence, S. cerevisiae; S. cerevisiae SKY197-pL101 polyadenylation reporter, beta-gal luminescence; efflux-impaired pdr1/pdr3 knockout yeast; score 100 = 6 SD above DMSO; calls only at 12 µM; hit rate 0.02% among 300,000; AID 1875, 2009;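 active = lowest replicate activity score at least 50, where 100 means six control SD above control mean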;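 also: yeast exposed to compound for 9 h at 30 °C; higher score means more reporter readthrough which indicates perturbed polyadenylation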
TRPC4 PAM: positive allosteric modulators of TRPC4, primary screen, cell-based, mouse TRPC4beta, HEK293 mu-opioid, Fluo-4 calcium. DAMGO EC20, Fluo-4 Ca2+ flux; hits give high values. B-score at 10 µM. Short transient receptor potential channel 4 (Mus musculus), Q9QUQ5. hit rate 0.42% among 310,000. AID 2227, 2009;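 active = B-score of calcium response area above 5 SD of library B-scores, with initial fluorescence ratio within 5 SD of library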;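 also: B-score of integrated fluorescence ratio over time as area under calcium response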
AI-2 QS modul: Vibrio harveyi AI-2 quorum sensing modulators, primary screen, JMH597 strain, luminescence/OD600 ratio. Vibrio harveyi JMH597 AI-2 luminescence/OD600 ratio, 9 h; hits give low values; strain lacks LuxN and CqsS sensors; 0 = neutral-control median. activity change, % at 7.5 µM. hit rate 0.4% among 300,000. AID 2094, 2009; in the data active = activity change below about -75%, passing the limit was not always enough;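 also: luminescence divided by OD600 gain over 9 h not by final OD600 alone; inactives centre near 13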
HIF act: HIF pathway transcriptional activators, primary screen, cell-based, U2OS HRE-luciferase, luminescence; U2OS HRE-luciferase reporter; normalized: DMSO 0%, desferrioxamine 100%; activation, % at 7.5 µM (by protocol); hit rate 0.32% among 300,000; AID 1910, 2009;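 active = mean activation of at least 10% of the iron chelator positive control signal, with at least half of replicates also reaching 10%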
* hit, by the source's call; i = inactive; . = no result given.

SMILES | MrgX1 agonist | TRPC4 PAM | PolyA inh | TRPC6 inh | TRPC4 block | HIF act | MrgX1 antag | AI-2 QS modul | TRPC4 agonist | TRPC6 act | MrgX1 allo act
Nc1nc(SCC(=O)c2cccc([N+](=O)[O-])c2)n[nH]1 | i | i | i | i | i | -0.1 | i | 4 | i | i | i
CC(C)(C)CC(=O)Nc1cccc2c1CCCC2 | i | i | i | i | i | -1.4 | i | 14 | i | i | i
COC(=O)c1ccccc1NC(=O)[C@@H]1CCC(=O)N1C1OC(=O)c2c1ccc(OC)c2OC (stereo partly specified) | i | i | i | i | i | 0.3 | i | 1 | i | i | i
FC(F)(F)c1cc(CCN2C(=S)NC[C@@H]2c2ccccc2)cc(C(F)(F)F)c1 | i | i | i | i | i | 1.5 | i | 49 | i | i | i
CC(C)C1Oc2ccccc2N(CC(=O)NCCCN2C(C)CCCC2C)C1=O (stereo unspecified) | i | i | i | i | i | 0.3 | i | 9 | i | i | i
CCN(c1ccccc1)S(=O)(=O)c1cc(NC(=O)CSc2n[nH]c(=O)[nH]c2=O)ccc1Cl | i | i | i | i | i | 0.4 | i | 24 | i | i | i
O=C(/C=C/c1ccc2c(c1)OCO2)N1CCN(c2ccccc2F)CC1 | i | i | i | i | i | 0.0 | i | 18 | i | i | i
CC(C)(C)NC(=O)CCCCCCCC(=O)NC(C)(C)C | i | i | i | i | i | 0.4 | i | 22 | i | i | i
COc1c2c(cc3ccc(=O)oc13)CCO2 | i | i | i | i | i | 0.8 | i | 5 | i | i | i
NC(=O)Cn1c(=O)oc2ccccc21 | i | i | i | i | i | -0.2 | i | 14 | i | i | i
COCCCNc1nc2ccccc2nc1NS(=O)(=O)c1ccc(Cl)cc1 | i | i | i | i | i | 0.4 | i | 5 | i | i | i
COC(=O)NNC(=S)Nc1ccc(Br)cc1 | i | i | i | i | i | -0.3 | i | 79 | i | i | i
COc1cnc(-c2ccccn2)nc1Oc1cccc(Cl)c1 | i | i | i | -5.5* | i | 0.0 | i | 41 | i | i | i
CCOC(=O)Cn1nc(C)n(-c2ccc(F)cc2)c1=O | i | i | i | i | i | 0.2 | i | 12 | i | i | i
CCOC(=O)Nc1cc2c(cc1C(C)=O)OCO2 | i | i | i | i | i | -0.1 | i | 2 | i | i | i
CCSc1nc2c(c(=O)[nH]1)C(c1cccnc1)C(C(=O)OC)=C(C)N2 (stereo unspecified) | i | i | i | i | i | . | i | 24 | i | i | 8.5*
CCC1CCCCN1CCCNC(=O)c1cc2c(=O)[nH]c3ccccc3c2n1C (stereo unspecified) | i | i | i | i | i | 0.1 | i | 22 | i | i | i
CCOc1ccc(NS(=O)(=O)c2ccc(C(=O)N3CCCC(C)C3)cc2)cc1 (stereo unspecified) | i | i | i | i | i | 0.0 | i | 25 | 54* | i | i
O=C(NNc1cccc(Cl)n1)Nc1ccccc1F | i | i | i | i | i | 0.6 | i | 2 | i | i | i
O=C(NCc1ccccc1Cl)C1CCC(=O)N1Cc1ccc(F)cc1 (stereo unspecified) | i | i | i | i | i | -3.5 | i | 20 | i | i | i
CC(=O)Nc1ncc(Cc2cccc(Cl)c2Cl)s1 | i | i | i | i | i | -0.3 | i | 11 | i | i | i
O=C(OCc1nnc(-c2ccccc2)o1)c1ccc2c(c1)OCO2 | i | i | i | i | i | -1.1 | i | -31 | i | i | i
CCCC1OC23CCCCC2C(C#N)(C(=N)O3)C1(C#N)C#N (stereo unspecified) | i | i | i | i | i | -1.2 | i | 42 | i | i | i
O=C(c1ccc2c(=O)n3c(nc2c1)CCC3)N1CCN(S(=O)(=O)c2cccc(F)c2)CC1 | i | i | i | i | i | -0.2 | i | 14 | i | i | i
Cc1ccc(C2C(C#N)=C(N)Oc3c2oc(CO)cc3=O)o1 (stereo unspecified) | i | i | i | i | i | -0.5 | i | 0 | i | i | i
Cc1ccc(CNC(=O)CCS(=O)(=O)c2ccc(Br)s2)o1 | i | i | i | i | i | -0.4 | i | 3 | i | i | i
Cc1ccc(N=Cc2c(O)cc(C)oc2=O)c(C)c1 | i | i | i | i | i | -0.1 | i | 22 | i | i | i
CCCOC(=O)Nc1ccccc1C(N)=O | i | i | i | i | i | 0.2 | i | 23 | i | i | i
COc1ccc(OC)c(N2C(=O)[C@@H]3C(c4ccccc4Cl)=NO[C@@H]3C2=O)c1 | i | i | i | i | i | 0.0 | i | 32 | i | i | i
CN1C(=O)C(O)(C2COC(C)(C)CC2=O)c2cc(Br)ccc21 (stereo unspecified) | i | i | i | i | i | -0.2 | i | 10 | i | i | i
FC(F)(F)c1ccc(Oc2ccccc2Cl)nc1 | i | i | i | i | i | -0.5 | i | 3 | i | i | i
CCc1cc(-c2n[nH]c(=S)n2-c2cccc(C)c2)cs1 | i | i | i | i | i | 0.3 | i | . | i | i | i
CC(=O)Nc1cccc(NC(=O)CSc2ncc(C(=O)Nc3ccc(F)cc3)c(=O)n2C)c1 | i | i | i | i | i | -0.7 | i | 22 | i | i | i
O=C(NC1CCCCC1)NC1CC2CCC(C1)N2C(=O)NCc1ccccc1 (stereo unspecified) | i | i | i | i | i | -0.7 | i | 6 | i | i | i
CSCCC(NC(=O)c1ccccc1)C(=O)NCc1ccco1 (stereo unspecified) | i | i | i | i | i | 0.1 | i | 14 | i | i | i
CC(=O)Nc1ccc(NC(=O)CCSCCc2ccccn2)cc1 | i | i | i | i | i | -0.5 | i | 4 | i | i | i
O=C(Nc1ccccc1O)c1c(O)c2c([nH]c1=O)CCCC2 | i | i | i | i | i | 3.0 | i | -3 | i | i | i
Cc1cccc(-n2c(O)cnc2Nc2nc(C)cc(C)n2)c1 | i | i | i | i | i | -0.6 | i | 20 | i | i | i
Fc1cccc(CSc2ccc3nnc(-c4cccnc4)n3n2)c1 | i | i | i | i | i | 1.0 | i | 24 | i | i | i
COc1ccc(NC(=O)C2CC(=O)NC(Nc3cccc(C)c3)=N2)cc1 (stereo unspecified) | i | i | i | i | i | -0.7 | i | -3 | i | i | i
CCc1ccccc1NC(=O)c1ccc(CN2CCC(Cc3ccccc3)CC2)cc1 | i | i | i | i | i | -0.4 | i | 25 | i | i | i
COc1ccc(N(CC(O)Cn2c(C)nc3ccccc32)S(=O)(=O)c2ccccc2)cc1 (stereo unspecified) | i | i | i | i | i | 0.2 | i | 19 | i | i | i
Cc1cc(C)c(S(=O)(=O)c2cc(F)ccc2C)c(=O)[nH]1 | i | i | i | i | i | -0.7 | i | 3 | i | i | i
COc1cc(CSc2nnnn2-c2ccc(C)cc2)cc(OC)c1OC | i | i | i | i | i | -0.3 | i | 7 | i | i | i
CCOC(=O)c1cnc2nc(NCc3ccc(OCc4ccccc4)cc3)[nH]n2c1=O | i | i | i | i | i | -0.1 | i | 26 | i | i | i

Compound profiles, as listed above. Values in the order: MrgX1 agonist | TRPC4 PAM | PolyA inh | TRPC6 inh | TRPC4 block | HIF act | MrgX1 antag | AI-2 QS modul | TRPC4 agonist | TRPC6 act | MrgX1 allo act
`CCc1ccccc1NC(=O)c1ccc(CN2CCC(Cc3ccccc3)CC2)cc1` across the screens: i | i | i | i | i | -0.4 | i | 25 | i | i | i
`COc1cc(CSc2nnnn2-c2ccc(C)cc2)cc(OC)c1OC` across the screens: i | i | i | i | i | -0.3 | i | 7 | i | i | i

Next structures
SMILES | MrgX1 agonist | TRPC4 PAM | PolyA inh | TRPC6 inh | TRPC4 block | HIF act | MrgX1 antag | AI-2 QS modul | TRPC4 agonist | TRPC6 act | MrgX1 allo act
CCOC(=O)C1=C(O)C(=O)N(c2ccccc2)C1c1cccc([N+](=O)[O-])c1 (stereo unspecified) | i | i | i | i | i | -0.2 | i | -3 | i | i | i
CC1=CC(C)(C)N2C(=O)C3(C(C#N)=C(N)Oc4cc(C)oc(=O)c43)c3cc(C)cc1c32 (stereo unspecified) | i | i | i | i | i | -0.4 | i | 8 | i | i | i
c1ccc(-c2csc3ncnc(NCCN4CCOCC4)c23)cc1 | i | i | i | i | i | -0.1 | i | 10 | i | i | i
O=C(c1ccc2c(c1)OCO2)C1CCCN(Cc2ccc(OC(F)F)cc2)C1 (stereo unspecified) | i | i | i | i | i | 0.0 | i | 7 | i | i | i
CC(=O)c1ccc(NC(=S)N2c3ccccc3CC2C)cc1 (stereo unspecified) | i | i | i | i | i | 0.6 | i | 9 | i | i | i
CCn1cc(C(=O)O)c(=O)c2cc(F)c(N3CCN(C(=S)NC(=O)c4cccc(C)c4)CC3)cc21 | i | i | i | i | i | 0.3 | i | 18 | i | i | i
O=C(Nc1ccc(S(=O)(=O)NCc2ccco2)cc1)c1ccc(F)cc1 | i | i | i | i | i | 0.8 | i | 14 | i | i | i
COc1ccc(/C=C/C(=O)NCCOc2ccc(C)cc2)cc1 | i | i | i | i | i | 0.1 | i | 9 | i | i | i
Cc1cc(C)n2cc(CSc3ccc(Br)cc3)nc2n1 | i | i | i | i | i | 1.2 | i | -15 | i | i | i
Cc1ccc(-c2nc(SCC(=O)NCCN3C(=O)CSC3=O)[nH]c2-c2ccc(C)cc2)cc1 | i | i | i | i | i | -0.4 | i | 21 | i | i | i
Cc1cc(Oc2ccc(-c3ccccc3)cc2)nc(N2CCOCC2)n1 | i | i | i | i | i | 0.1 | i | 21 | i | i | i
COc1ccc(N2CCN(Cc3oc(CO)cc(=O)c3O)CC2)cc1 | i | i | i | i | i | -2.3 | i | 32 | i | i | i
CCC(=O)Nc1ccc(OCC2CCCO2)cc1 (stereo unspecified) | i | i | i | i | i | 0.4 | i | 14 | i | i | i
COc1ccc(Cl)cc1C(=O)NCc1ccc2c(c1)OCO2 | i | i | i | i | i | 0.3 | i | -2 | i | i | i

These rows are one share of the data; count on the stated rates, not on these rows.
